Screens from PubChem.
Tcruzi prolif: blocks T. cruzi growth in NIH3T3 culture; 5.9% of 77,000 active; AID 624255; inhibition, % at 8.34 µM; T. cruzi beta-gal in NIH3T3, GalScreen luminescence, 90 h;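 active = mean inhibition above about 93%, with at least 55% of replicates each passing it, limit read from the data, passing the limit was not always enough; inconclusive = only one of those two conditions holds; inactive = neither condition holds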
C diff HTS: inhibitors of Clostridium difficile growth | Clostridium difficile clinical isolate growth, OD600, 24 h; stronger effect = lower value | growth activity, negative = inhibition, % at 16 µg/mL (by protocol) | 0.25% of 86,000 active | AID 1259249;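 active = mean growth activity at or below -80% and every replicate also at or below -80%; inconclusive = mean at or below -80% but some replicate above -80%; inactive = mean growth activity above -80%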;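 also: 0% = DMSO wells and -100% = levofloxacin 16 µg/mL wells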
Pf Dd2 growth: P. falciparum Dd2 growth inhibition | AID 1159554 | SYBR Green, 72 h; stronger effect = lower value | 2.3% of 94,000 active | activity change, % at 10 µM; in the data active = activity change below about -80%; inconclusive = no clear call, values can overlap the other calls
GASC1 inh: KDM4C (human) demethylase inhibition | Q9H3R0 | GST-KDM4C 2-372, H3K9me3 peptide, LANCE TR-FRET | inhibition, % at 12.5 µM | 0.15% of 96,000 active | AID 720574;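 active = mean replicate inhibition above about 25%, with at least 55% of replicates also reaching it, limit read from the data, passing the limit was not always enough; inconclusive = only one of those two conditions met; inactive = neither condition met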
Target sequence (Q9H3R0 2-372 limits assumed): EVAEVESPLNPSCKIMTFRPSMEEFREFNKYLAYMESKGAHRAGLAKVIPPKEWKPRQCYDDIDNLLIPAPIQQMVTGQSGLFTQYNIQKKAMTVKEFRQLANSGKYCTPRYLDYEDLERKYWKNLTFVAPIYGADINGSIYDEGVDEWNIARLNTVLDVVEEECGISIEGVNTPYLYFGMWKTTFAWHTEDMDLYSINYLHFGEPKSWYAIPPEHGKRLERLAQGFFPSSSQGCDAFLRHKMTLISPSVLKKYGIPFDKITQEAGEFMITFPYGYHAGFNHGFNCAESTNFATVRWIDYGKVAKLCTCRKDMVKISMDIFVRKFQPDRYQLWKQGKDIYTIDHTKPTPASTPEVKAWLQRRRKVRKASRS
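material = GST-tagged GASC-1 (JMJD2C) catalytic fragment, aa 2-372 | amount = enzyme final amount 10 nM | medium = HEPES buffer, pH 7.5, plus ascorbate | also added = H3K9me3 peptide substrate, Fe(II), 2-oxoglutarate | dosing = single dose | times = 30 min demethylation and 1 h detection at room temperature | detection = LANCE TR-FRET | read-out basis = Fall in 671/618 emission ratio as inhibition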
An asterisk follows results filed as active; ? = inconclusive; · = no result given; & = joins results of further samples.

SMILES	Tcruzi prolif	C diff HTS	Pf Dd2 growth	GASC1 inh
COc1ccc2c3c([nH]c2c1)[C@@H](CO)N(C(=O)c1ccc(F)cc1)CC31CCN(C(=O)Nc2cccc(F)c2)CC1	·	-1	-26	-1.3
C[C@@H]1CN([C@H](C)CO)C(=O)c2cccc(NS(=O)(=O)c3cccs3)c2O[C@@H]1CN(C)CC1CC1	-22	-1	13	0.1
C[C@H](CO)N1C[C@H](C)[C@H](CN(C)C(=O)Nc2ccc(F)cc2)Oc2ncc(-c3ccc(F)cc3)cc2C1=O	-205&-74	0&-4	20&-14	-2.8
CCCN1C[C@@H](C)[C@@H](OC)CN(C)C(=O)c2ccc(NS(=O)(=O)c3cn(C)cn3)cc2OC[C@@H]1C	34	·	18	1.0
O=C(NCC[C@H]1CC[C@@H](NS(=O)(=O)c2cccc(F)c2)[C@H](CO)O1)C1CCCC1	·	2	-10	0.2
CNC[C@@H]1Oc2ccc(NC(=O)NC(C)C)cc2C(=O)N([C@@H](C)CO)C[C@H]1C	-11	-4	18	0.2
CN1C(=O)c2cc(NS(=O)(=O)c3ccccc3Cl)ccc2OC[C@@H]2O[C@H](CC(=O)O)CC[C@H]21	-7	1	9	4.4
C[C@@H]1CN([C@@H](C)CO)C(=O)c2cc(NS(=O)(=O)c3ccccc3)ccc2O[C@H]1CN(C)C(=O)Nc1ccccc1	17	3	14	1.0
C[C@@H]1CN([C@@H](C)CO)C(=O)c2cccc(NC(=O)C3CC3)c2O[C@H]1CN(C)C	24	10	4	11
C[C@H]1CN([C@@H](C)CO)C(=O)c2cccc(NS(=O)(=O)c3ccc(Cl)cc3)c2O[C@@H]1CN(C)C(=O)Nc1ccc(C(F)(F)F)cc1	-99	19	3	-5.3
Cc1noc(C)c1NC(=O)N(C)C[C@@H]1Oc2ccc(NC(=O)NC3CCCCC3)cc2C(=O)N([C@@H](C)CO)C[C@@H]1C	85	-1	31	1.7
Cc1noc(C)c1S(=O)(=O)Nc1ccc2c(c1)C(=O)N([C@@H](C)CO)C[C@@H](C)[C@@H](CN(C)C(=O)Nc1ccc(F)cc1)OCCCC[C@@H](C)O2	54	9	-79	-3.5
C[C@H](CO)N1C[C@H](C)[C@H](CN(C)Cc2ccncc2)Oc2c(NC(=O)Nc3ccc(C(F)(F)F)cc3)cccc2C1=O	·	10	-3	0.2
O=C(C[C@@H]1CC[C@H]2[C@@H](COC[C@@H](O)CN2Cc2nccs2)O1)NCc1ccccc1Cl	-16	9&7	17	1.2
O=C(C[C@H]1C=C[C@H](NS(=O)(=O)c2ccccc2)[C@H](CO)O1)NCc1ccccc1F	6	-6	5	-0.6
C[C@@H]1CN([C@H](C)CO)C(=O)c2cccc(NC(=O)c3nc4ccccc4s3)c2O[C@@H]1CN(C)C(=O)Nc1cccc2ccccc12	83	·	-49	-0.8
CCCN(C)C[C@H]1OCCCC[C@H](C)Oc2ccc(NS(=O)(=O)c3ccccc3)cc2C(=O)N([C@H](C)CO)C[C@H]1C	81	3	-35	0.9
COc1cccc(C#Cc2ccc3c(c2)O[C@@H](CN(C)S(=O)(=O)c2ccccc2F)[C@H](C)CN([C@H](C)CO)S3(=O)=O)c1	121*	3	-72	6.0
N#C[C@H]1[C@H](c2ccc(C#Cc3ccccc3F)cc2)[C@H](CO)N1C(=O)C1CCCC1	·	-8	-41	-0.6
O=C(c1cccc(F)c1)N1C[C@H]2[C@@H](c3ccccc31)[C@H](CO)N2C(=O)C1CC1	-4	6	23	-0.7

Copied from the listing (3 entries):
SMILES	Tcruzi prolif	C diff HTS	Pf Dd2 growth	GASC1 inh
COc1cccc(C#Cc2ccc3c(c2)O[C@@H](CN(C)S(=O)(=O)c2ccccc2F)[C@H](C)CN([C@H](C)CO)S3(=O)=O)c1	121*	3	-72	6.0
N#C[C@H]1[C@H](c2ccc(C#Cc3ccccc3F)cc2)[C@H](CO)N1C(=O)C1CCCC1	·	-8	-41	-0.6
O=C(c1cccc(F)c1)N1C[C@H]2[C@@H](c3ccccc31)[C@H](CO)N2C(=O)C1CC1	-4	6	23	-0.7

(next part)
SMILES	Tcruzi prolif	C diff HTS	Pf Dd2 growth	GASC1 inh
C[C@H](CO)N1C[C@H](C)[C@@H](CN(C)C(=O)Nc2cccc3ccccc23)OCCCC[C@H](C)Oc2ccc(NC(=O)CCCN(C)C)cc2C1=O	10	-16	-53	6.9
COc1ccc(CN(C)C[C@@H]2Oc3ccc(NC(=O)C4CC4)cc3CC(=O)N([C@@H](C)CO)C[C@H]2C)cc1	·	3	-8	-0.8
C[C@@H]1CN([C@@H](C)CO)C(=O)c2cc(NC(=O)C3CCCCC3)ccc2O[C@@H]1CN(C)S(=O)(=O)c1cn(C)cn1	-28	0	14	0.2
O=C1N[C@H](c2ccccc2)COCc2cn(nn2)CC[C@@H]1Cc1cccc(Cl)c1	·	-1	·	1.5
C[C@@H]1CN([C@H](C)CO)C(=O)c2cc(/C=C/c3ccccc3)cnc2O[C@H]1CN(C)C	·	-12	25	15
COc1ccc(-c2ccc([C@H]3[C@H]4CN(Cc5ccccc5)CC(=O)N4[C@H]3CO)cc2)cc1	·	11	-35	-4.5
CC(C)NC(=O)N1C[C@H]2[C@@H](c3ccccc31)[C@@H](CO)N2C(=O)c1ccccc1F	24	-1	19	1.4
CNC[C@@H]1OCCCC[C@H](C)Oc2ccc(NS(=O)(=O)c3ccc(Cl)cc3)cc2C(=O)N([C@H](C)CO)C[C@@H]1C	19	0	-19	-0.7
C[C@H]1CN([C@@H](C)CO)C(=O)c2ccccc2-c2ccccc2CO[C@H]1CN(C)C(=O)c1ccncc1	31	-3	24	1.2
C[C@@H]1CN([C@@H](C)CO)C(=O)c2cc(NC(=O)c3ccccc3)ccc2O[C@@H](C)CCCCO[C@H]1CN(C)C(=O)CCC(F)(F)F	-86	0	-48	1.6
C[C@H](CO)N1C[C@H](C)[C@@H](CN(C)C(=O)Nc2ccccc2F)Oc2ncc(-c3cccc(F)c3)cc2C1=O	51	-11	-36	0.4
COc1ccc(-c2ccc3c(c2)[C@@H]2[C@@H](CCN2C(=O)c2cnccn2)[C@H](CO)N3)cc1	?	1	-44	0.3
COc1cccc(CNC(=O)C[C@H]2CC[C@@H](NC(C)=O)[C@H](CO)O2)c1	39	·	5	1.1
C[C@@H]1CN([C@@H](C)CO)C(=O)CCCn2nncc2CO[C@@H]1CN(C)Cc1ccc(C(=O)O)cc1	·	-15	14	0.4
O=C(C[C@@H]1C[C@H]2c3cc(NC(=O)NC4CCCCC4)ccc3O[C@H]2[C@H](CO)O1)NCc1ccccn1	·	24	-44	88*
COc1cccc(C(=O)Nc2ccc3c(c2)C(=O)N(C)[C@H]2CC[C@H](CC(=O)Nc4ccc5c(c4)CCCC5)O[C@@H]2CO3)c1	73	1	-8	-0.4
CNC(=O)C[C@H]1CC[C@@H]2[C@H](COc3ccc(NC(=O)Cc4cccs4)cc3C(=O)N2C)O1	-31	0	-4	-0.7
COCC(=O)Nc1ccc2c(c1)C(=O)N(C)[C@@H]1CC[C@H](CC(=O)NCCc3ccncc3)O[C@H]1CO2	5	0	6	3.2
O=S(=O)(c1ccccc1)N1CCCCN2[C@@H](CO)[C@H](c3ccc(C#CC4CCCC4)cc3)[C@@H]2C1	90	10	-10	-0.2
O=C(CN1CCOCC1)NCC[C@H]1CC[C@H](NC(=O)c2ccc3c(c2)OCO3)[C@@H](CO)O1	6	·	0	-0.1
C[C@@H]1CN([C@@H](C)CO)C(=O)Cc2cc(NC(=O)Nc3ccccc3)ccc2O[C@@H]1CN(C)C	42	-6	10	-1.1
CO[C@H]1CN(C)C(=O)c2cc(NS(=O)(=O)c3ccc(Cl)cc3)ccc2OC[C@H](C)N(C)C[C@H]1C	-16	1	-57	-0.6
Cc1ccccc1S(=O)(=O)N1C[C@@H](O)COC[C@@H]2O[C@@H](CC(=O)NCCc3ccccc3)CC[C@H]21	-42	6&3	-23	-1.3
CC(C)CC#Cc1ccc2c(c1)O[C@H](CN(C)C(=O)c1cccnc1)[C@H](C)CN([C@@H](C)CO)S2(=O)=O	61	1	-30	5.0
CC(C)c1cn([C@H]2C[C@@H]3O[C@@H](CO)CC[C@@H]3O[C@@H]2CCc2ccc(C#CC3(O)CCCC3)cc2)nn1	·	10	-70	·
C[C@@H]1CCCCO[C@H](CN(C)C(=O)Nc2ccccc2)[C@@H](C)CN([C@@H](C)CO)C(=O)c2cc(NS(=O)(=O)c3cn(C)cn3)ccc2O1	27	-3	7	-1.2
O=C(C[C@H]1CC[C@H](NS(=O)(=O)c2cccc(F)c2)[C@H](CO)O1)NCc1ccc2c(c1)OCO2	-22	·	11	-0.7
C[C@H](CO)N1C[C@H](C)[C@@H](CN(C)S(=O)(=O)c2ccccc2)OCCCC[C@H](C)Oc2ccc(NC(=O)Cc3ccccc3)cc2C1=O	·	·	-45	-1.4
COc1ccc(CN(C)C[C@@H]2Oc3ccc(NC(=O)Nc4c(C)noc4C)cc3C(=O)N([C@@H](C)CO)C[C@H]2C)cc1	71	-1	27	-0.8
COc1ccc(CN(C)C[C@@H]2OCCCC[C@@H](C)Oc3ccc(NS(=O)(=O)c4ccccc4)cc3C(=O)N([C@@H](C)CO)C[C@@H]2C)cc1	-36	5	-26	1.1
C[C@@H]1CN([C@@H](C)CO)C(=O)Cc2cc(NS(=O)(=O)c3cccs3)ccc2O[C@@H]1CN(C)Cc1ccc(C(=O)O)cc1	-26	-3	16	-0.3
C[C@H](CO)N1C[C@H](C)[C@H](CN(C)S(=O)(=O)c2cn(C)cn2)Oc2ncc(/C=C/c3ccccc3)cc2C1=O	19&54	-23	-12&-6	-2.7
Cc1noc(C)c1S(=O)(=O)Nc1ccc2c(c1)C(=O)N([C@H](C)CO)C[C@H](C)[C@@H](CN(C)Cc1ccc(Cl)c(Cl)c1)OCCCC[C@@H](C)O2	39	4	-26	-1.2
CC(C)NC(=O)N(C)C[C@H]1Oc2ccc(NC(=O)C3CCCCC3)cc2CC(=O)N([C@@H](C)CO)C[C@@H]1C	0	-1	32	0.3
C[C@@H]1CCCCO[C@@H](CN(C)C(=O)Nc2ccc(C(F)(F)F)cc2)[C@H](C)CN([C@H](C)CO)C(=O)c2cc(NS(=O)(=O)c3ccc(F)cc3)ccc2O1	83	4	-36	-1.0
Cc1ccc(S(=O)(=O)NCC[C@@H]2CC[C@@H](NC(=O)Nc3cccc(F)c3)[C@H](CO)O2)cc1	7	-6	-21	-1.8
COc1ccccc1NC(=O)N(C)C[C@H]1Oc2ncc(C#CCN(C)C)cc2C(=O)N([C@@H](C)CO)C[C@@H]1C	-5	-2	6	2.5
C[C@@H]1CN([C@H](C)CO)C(=O)c2cc(NC(=O)CCCCCC(=O)Nc3ccccc3N)ccc2O[C@@H]1CN(C)C(=O)Nc1ccc(F)cc1	·	5	8	-1.0
C[C@@H]1CN([C@H](C)CO)C(=O)c2cc(-c3ccc(F)cc3)cnc2O[C@H]1CN(C)Cc1cccnc1	46	-5	27	0.8
C[C@@H]1CN([C@@H](C)CO)S(=O)(=O)c2ccc(-c3cncnc3)cc2O[C@@H]1CN(C)Cc1cncnc1	5	-5	37	-0.9
C[C@@H]1CN([C@@H](C)CO)C(=O)c2cccc(N(C)C)c2O[C@H]1CN(C)C(=O)Nc1cccc2ccccc12	21	-14	-40	2.9
O=C(c1cccnc1)N1C[C@@H]2[C@H](c3ccccc31)[C@H](CO)N2C(=O)Nc1ccccc1F	29	10	13	-2.9
C[C@@H]1CN([C@H](C)CO)C(=O)Cc2cc(NS(=O)(=O)c3ccccc3)ccc2O[C@@H]1CN(C)C(=O)Nc1cccc2ccccc12	1	-9	-7	0.9
C[C@@H]1CN([C@H](C)CO)C(=O)c2cc(NS(=O)(=O)c3cccs3)ccc2O[C@@H](C)CCCCO[C@H]1CN(C)Cc1ccc2c(c1)OCO2	44	9	-54	-1.4
C[C@@H]1CN([C@@H](C)CO)S(=O)(=O)c2ccc(-c3cncnc3)cc2O[C@H]1CN(C)Cc1ccccc1	96	5	-12	0.0
CO[C@@H]1CC[C@H]2CCN(C)C(=O)C[C@H](c3ccccc3)CN(C)C(=O)c3cccc(C#N)c3OC[C@@H]1O2	-38	-3	·	0.7
CCCC#Cc1ccc2c(c1)O[C@H](CN(C)C(=O)c1ccccc1)[C@@H](C)CN([C@H](C)CO)S2(=O)=O	93	-1	-30	0.0
CCNC(=O)[C@H]1[C@H](CO)[C@H]2Cn3c(ccc(-c4cccc(C(=O)N(C)C)c4)c3=O)[C@@H]1N2	·	-5	86	-0.2
Cc1noc(C)c1NC(=O)Nc1ccc2c(c1)C(=O)N([C@@H](C)CO)C[C@@H](C)[C@@H](CN(C)C(=O)Nc1ccc3c(c1)OCO3)OCCCC[C@@H](C)O2	-22	2	-4	1.8
C[C@H]1CN([C@@H](C)CO)S(=O)(=O)c2ccc(-c3cccnc3)cc2O[C@H]1CN(C)C(=O)C1CCC1	19	2	-10	2.0
